# Screening data deposited in PubChem BioAssay by several laboratories.
# NR1D1 modulator: modulates human Rev-erb alpha binding to DNA; P20393; Rev-erbα–FITC-DNA binding, fluorescence polarization, 90 min; activity, % at 10 µM; 0.79% of 370,000 active;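 active = activity above about 14%, limit read from the data; passing the limit was not always enough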;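 note: 0% = DMSO wells with 35 nM protein and 100% = DMSO wells with 750 nM protein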
# Target sequence (P20393 whole entry, looked up): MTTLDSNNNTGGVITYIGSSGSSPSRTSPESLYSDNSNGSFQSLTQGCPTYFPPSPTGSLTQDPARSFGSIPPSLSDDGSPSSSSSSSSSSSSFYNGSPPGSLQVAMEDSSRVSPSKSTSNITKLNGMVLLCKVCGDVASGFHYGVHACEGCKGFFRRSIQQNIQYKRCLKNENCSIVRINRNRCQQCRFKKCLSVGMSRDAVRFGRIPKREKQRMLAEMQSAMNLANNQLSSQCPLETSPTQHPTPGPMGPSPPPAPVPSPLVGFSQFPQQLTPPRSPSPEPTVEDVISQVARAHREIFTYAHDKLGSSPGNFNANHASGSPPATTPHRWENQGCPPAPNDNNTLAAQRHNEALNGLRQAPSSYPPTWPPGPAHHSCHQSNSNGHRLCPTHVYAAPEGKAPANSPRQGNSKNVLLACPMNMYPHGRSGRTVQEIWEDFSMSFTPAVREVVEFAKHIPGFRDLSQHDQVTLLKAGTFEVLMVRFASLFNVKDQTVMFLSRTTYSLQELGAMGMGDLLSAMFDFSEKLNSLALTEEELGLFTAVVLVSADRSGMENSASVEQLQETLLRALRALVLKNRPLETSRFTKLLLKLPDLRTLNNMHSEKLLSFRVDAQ
# ABHD4 inh: ABHD4 (mouse) inhibition, primary FP screen | Q8VD66 | purified mABHD4, FP-Rh probe fluorescence polarization | inhibition, % at 8.92 µM | 0.54% of 370,000 active;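 active = inhibition exceeding the mean over every tested compound plus 3 SD, cut at about 30% in these data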;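 note: 0% = plate median of compound wells and 100% = S159A mutant with DMSO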
#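 Assay system: Wild-type mouse ABHD4 protein | Medium: HEPES pH 7.0 buffer, 150 mM NaCl, 0.01% Pluronic F-127 | Incubation: Enzyme–compound pre-incubation 45 min, then probe 60 min, both 25 °C | Technique: Fluorescence polarization with parallel and perpendicular emission, 525/598 nm | Evaluation: % inhibition of FP-Rh probe binding versus controls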
# HTRA1 inh: blocks human HTRA1 serine peptidase; Q92743; recombinant HTRA1, FP-rhodamine activity-based probe, fluorescence polarization; inhibition, % at 5.96 µM; 0.5% of 340,000 active; AID 504803; in the data active = inhibition above about 36%;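 note: 0% = enzyme with DMSO and 100% = wells lacking enzyme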
# LEDGF integ inh: blocks HIV-1 LEDGF/p75-dependent DNA integration | TR-FRET IN-LEDGF/p75 DNA integration, Eu/Cy5 | inhibition, % at 3.7 µM | 0.64% of 370,000 active | AID 743269;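 active = inhibition above the screen-wide mean plus 3 SD, cut at about 13% in these data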;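 note: signal is the Cy5 over europium emission ratio at 671 and 618 nm; 0% = plate median of compound wells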
# rCAG RNA binder: binds r(CAG) RNA repeats; 1.3% of 370,000 active; inhibition, % at 3 µM; AID 651821; r(CAG) RNA repeat, TO-PRO-1 dye displacement fluorescence;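 active = inhibition above the plate cutoff, the mean of all test compounds on that plate plus 3 SD, cut at about 35% in these data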;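 note: 0% = DMSO alone and 100% = 100 µM mitoxantrone as full dye displacement; higher means more dye released from RNA so lower well fluorescence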
# PG9 Ab binder: small molecules binding HIV-1 gp120 antibody PG9. TR-FRET gp120-PG9 antibody binding. inhibition, % at 6.7 µM. 0.43% of 360,000 active; in the data active = inhibition above about 8.5%
# TCR-CD3 inh: inhibitors of human TCR-CD3 interaction. TAMRA-labeled TCR probe fluorescence, biochemical. inhibition, % at 9.4 µM. 0.37% of 360,000 active. AID 651800; in the data active = inhibition above about 19%;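 note: recombinant mutant TCR 2C K166C tagged with TAMRA read by polarization; 0% = receptor in buffer alone and 100% = receptor with positive control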
# TDP2 absorb: blocks human TDP2 phosphodiesterase activity; inhibition, % at 12.8 µM; recombinant TDP2, T5PNP hydrolysis, p-nitrophenol absorbance 415 nm; 0.34% of 370,000 active;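 active = inhibition above the mean of all tested compounds plus 3 SD, set per campaign, cut at about 25% in these data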;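 note: 0% = DMSO with enzyme and 100% = buffer with substrate but no TDP2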
# Target sequence (O95551 whole entry, looked up): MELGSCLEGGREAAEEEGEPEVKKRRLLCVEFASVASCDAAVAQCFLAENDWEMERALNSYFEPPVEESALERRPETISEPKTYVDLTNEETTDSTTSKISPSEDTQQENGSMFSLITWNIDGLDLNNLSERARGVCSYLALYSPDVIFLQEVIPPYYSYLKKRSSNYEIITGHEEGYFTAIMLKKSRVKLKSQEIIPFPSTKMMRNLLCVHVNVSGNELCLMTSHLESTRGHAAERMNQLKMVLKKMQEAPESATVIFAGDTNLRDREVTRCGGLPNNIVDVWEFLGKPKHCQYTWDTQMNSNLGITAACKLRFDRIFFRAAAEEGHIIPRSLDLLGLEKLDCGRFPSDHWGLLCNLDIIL
#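 System: recombinant human TDP2 / Amount: 120 nM TDP2 per well / Also added: 5 mM T5PNP chromogenic substrate / Doses: 12.8 µM single point, 1% DMSO / Incubation: 2 h at 37 °C / Detection: p-Nitrophenol epi absorbance / Evaluation: % inhibition relative to enzyme-containing and enzyme-free wells / Repeats: singlicate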
# PRMT1 inh: blocks human protein arginine methyltransferase 1 | AID 652257 | recombinant PRMT1, activity-based probe fluorescence polarization | inhibition, % at 2.79 µM | 1.3% of 370,000 active;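 active = inhibition above about 21% made by adding two undisclosed values, limit read from the data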
# SIAE inh: blocks human sialic acid acetylesterase; Q9HAT2; SIAE FP-Rh probe binding, fluorescence polarization; inhibition, % at 9.66 µM; 0.69% of 370,000 active; AID 1053197;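 active = inhibition above a cutoff: mean of compounds within the control limits plus 3 SD of those, cut at about 17% in these data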;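 note: 0% = plate median of compound wells and 100% = probe without SIAE protein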
# The depositor's hits bear a star; nt = no result given.
nr	SMILES	NR1D1 modulator	ABHD4 inh	HTRA1 inh	LEDGF integ inh	rCAG RNA binder	PG9 Ab binder	TCR-CD3 inh	TDP2 absorb	PRMT1 inh	SIAE inh
1	CCN(CC)c1ccc(S(=O)(=O)N2CCOCC2)cc1NC(=O)CSc1nnc(N)s1	9	-2	0	-2	-1	-2.5	1	12	-2	0
2	COc1ccc(S(=O)(=O)NC(=O)C2(C)CCN2C(=O)c2cccc(F)c2)cc1 (configuration not stated)	3	3	nt	-3	2	0.1	4	7	4	-1
3	Oc1ccc(CNc2ccccc2Br)c2cccnc12	1	8	nt	-3	nt	nt	nt	-6	32*	6
4	C=CC(=O)NC1CC2CCC1(C)C2(C)C (configuration not stated)	-1	-3	7	1	-1	-1.1	8	3	0	-2
5	O=C(CCCn1nnnc1CN1CCOCC1)N1CCC(c2ccccc2F)C1 (configuration not stated)	-2	-2	0	1	-3	-1.5	-3	6	0	1
6	CCS(=O)(=O)c1ccccc1C(=O)NC1CCCc2ccccc21 (configuration not stated)	-5	4	1	1	-2	-2.1	7	2	-2	4
7	CCCCNc1cccc2c1S(=O)(=O)N[C@H](C)CO2	0	-4	nt	-2	1	-0.9	3	13	-2	0
8	CCCn1c(=O)n(C)c(=O)c2c(SCC(=O)NC34CC5CC(CC(C5)C3)C4)nc(CC(C)C)nc21	-2	-2	4	2	1	1.3	9	3	-1	1
9	CN(C)C/C(Cl)=C(\Cl)c1ccccc1	2	-1	1	0	-2	-1.4	1	-1	2	-8
10	CSCCNCc1cn(-c2ccc(F)cc2F)nc1-c1ccccc1C	2	-6	-12	3	-5	0.6	-9	-28	-2	1
11	CC(C)n1nc(C(=O)Nc2ccc3c(c2)OCO3)c2ccccc2c1=O	-3	3	0	0	6	-2.0	-3	1	-1	8
12	Cc1cc(O)c(C(C)C)cc1NC1=NS(=O)(=O)c2ccccc21	4	-14	-6	1	6	0.0	-3	-4	5	-2
13	Cc1ccc(C)c(OCCC(=O)NCCc2ccc(Cl)cc2)c1	23*	-4	-15	-3	-10	3.9	0	5	2	2
14	c1ccc(-c2ccccc2OCCOCCN2CCCCC2)cc1	2	12	0	-2	-5	0.9	-5	20	0	1
15	CC1=CC(C)(C)n2c(O)c(N=N)c3c(C)ccc1c32	1	-7	-9	2	-3	-2.3	4	4	-7	0
16	Cc1ccccc1-c1noc(-c2cccs2)n1	0	0	2	4	-1	-1.2	-4	7	-1	-2
17	NC(=O)c1sc2cc(C(F)(F)F)cnc2c1-c1ccccc1	-6	0	-6	1	1	0.2	7	1	-2	-4
18	Cc1[nH]c2ccccc2c1SCc1nnc(SCc2ccc(Cl)cc2)n1C	3	4	-18	0	-2	-2.5	4	8	0	9
19	COC(=O)c1cc2ccsc2n1Cc1ccccc1F	6	-9	-17	1	-2	0.3	-1	5	1	5
20	O=C(Cn1nc(Cc2cccnc2)c2ccccc2c1=O)N1CCN(C(=O)c2ccco2)CC1	-7	3	-3	-3	-2	0.4	-4	-7	3	0
21	COc1ccc(CC(=O)c2c(O)cc(O)cc2O)cc1OC	1	1	-6	3	9	-1.6	7	-7	-3	13
22	COc1ccc(-c2nc(Cn3c(SCc4ccccc4F)nc4ccncc43)c(C)o2)cc1	3	-6	-15	-3	3	-0.6	-6	-11	-1	-3
23	Cc1ccc(/C=C2/NC(=O)[C@H](C)NC2=O)cc1	5	-2	3	2	-2	-0.4	4	-7	-2	-2
24	CC(C)Cc1csc(NC(=O)c2ccc(Br)cc2)c1C(=O)O	5	-1	-4	-4	1	0.0	0	-8	1	-3
25	Cc1ccc(Nc2nnc(-c3ccccc3N)o2)cc1C	-4	4	-5	0	1	-1.4	-1	-6	-2	13
26	O=C(NCCc1ccco1)c1nn(Cc2ccccc2)c(=O)c2ccccc12	-1	-12	-2	3	-1	1.6	-12	7	0	-6
27	c1ccc(NC2=NCCN2CC2CCCC2)cc1	-1	3	-5	0	-1	-1.7	2	5	0	-4
28	Cc1ccc(OCC(O)CN2CCN(Cc3ccc4c(c3)OCO4)CC2)cc1C (configuration not stated)	-5	0	5	-4	-8	-3.5	5	10	0	8
29	O=C(NCc1ccc(Cl)cc1)c1noc2c1CCCCC2	-7	-7	-7	3	-2	-0.5	6	-13	-1	0
30	COc1ccc(NC(=O)Cc2nnc(SCC(=O)c3ccc(F)cc3)n2C)cc1	4	4	-1	-2	-2	-0.6	0	-1	1	-3
31	COc1ccc(CC(=O)NCc2ccccc2Cl)cc1S(=O)(=O)N1CCOCC1	1	-4	-4	0	2	1.5	4	0	-4	-2
32	COc1cc2oc3ccccc3c2cc1N(CC(=O)N(C)C)S(=O)(=O)c1ccc(C)cc1	-8	7	4	0	4	-1.7	5	10	-1	-1
33	Cc1ccccc1OCc1nc2ccc(S(=O)(=O)N3CCOCC3)cc2[nH]1	-3	-3	-1	-1	2	-0.3	4	6	5	-3
34	O=C(CSc1nccc(=O)[nH]1)Nc1ccc(F)c(Cl)c1	2	-1	-5	5	4	5.5	0	-7	42*	5
35	COc1ccc(S(=O)(=O)N2CCC(C(=O)NCCC(=O)NCc3ccncc3)CC2)cc1	-2	9	7	2	1	-3.5	7	8	-4	2
36	COC(=O)Nc1nnc(/C=C/c2ccc(OC)cc2)s1	-6	-1	-2	-1	12	-0.5	-2	8	-1	-10
37	COc1cc(OC)c(C2N(c3ccc(Cl)cc3)C(=O)C3CCCN32)cc1OC (configuration not stated)	-2	1	-8	6	1	0.9	-3	0	-3	3
38	Nc1ccn([C@@H]2O[C@H](C(=O)N[C@H](Cc3ccccc3)C(=O)N3CCN(CCO)CC3)[C@@H](O)[C@H]2O)c(=O)n1	-6	4	nt	0	0	-1.7	0	-6	3	5
39	CCCS(=O)(=O)N1CCN(Cc2ccco2)CC1	10	11	-3	3	6	-1.6	4	9	1	3
40	CCOC(=O)N1CCN(C(=O)c2c(-c3c(Cl)cccc3Cl)noc2C)CC1	3	1	4	-1	-1	-2.2	5	7	2	-3
41	CCCCn1c(=S)[nH]c2cc(S(=O)(=O)N3CCCCC3)ccc21	1	27	-13	0	4	-1.0	1	11	2	8
42	O=C(CSc1ncccn1)NCc1ccc2c(c1)OCO2	2	6	3	2	3	-0.8	-1	20	-2	-1
43	Cc1nnc(SCc2ccccc2C#N)n1-c1ccccc1	-1	-5	0	0	-1	-0.2	-4	4	-4	-5
44	c1cc(CCCc2ccncc2)ccn1	0	0	8	-5	0	-0.1	-5	-2	-1	-6
45	Cc1cccc(/C=N\NC(=O)c2csnn2)c1	0	17	3	-2	2	-2.3	0	-1	3	2
46	CC(C)N1CCN(Cc2cccc(-n3cccn3)c2)CC1CCO (configuration not stated)	-1	-8	0	5	-2	0.1	-5	-3	-5	4
47	CCCCCOC(=O)c1cc(=O)[nH]c2ccccc12	0	-5	-17	-1	0	-1.0	3	-7	-3	-4
48	CC(=O)Nc1cccc2c1OCCO2	0	2	5	0	5	0.8	2	-13	-2	-1
49	COc1ccc(C(=O)NCCc2nnc(SCC(=O)Nc3ccc(Br)cc3)n2C)cc1	2	-14	-10	1	0	1.7	-6	-8	4	-12
50	C[C@H](C(=O)NCc1ccccc1)C(=O)c1ccccc1	-4	-2	3	-1	-2	0.3	-5	10	7	-2
51	Cc1c(NS(=O)(=O)c2ccc(N=NN(C)C)cc2)c(=O)n(-c2ccccc2)n1C	0	3	10	2	-4	-0.8	2	-10	-2	-3
52	COc1ccc(-c2noc(CCC(=O)N3CCN(c4ccc(C(F)(F)F)cc4)CC3)n2)cc1	1	2	2	0	2	-1.7	4	-1	-1	-2
53	Cc1cccc(CC(Cc2nc3ccccc3[nH]2)c2nc3ccccc3[nH]2)c1 (configuration not stated)	-4	-3	-47	1	3	1.2	4	-3	2	-16
54	Cc1cccc(C(=O)NCc2nnc(SCC(=O)Nc3nncs3)n2C)c1	11	-8	4	-3	2	0.2	-7	-11	-4	-7
55	O=C(COC(=O)c1n[nH]c(=O)c2ccccc12)c1ccccc1	2	2	-1	1	3	-1.3	0	-12	0	-6
56	CCCCCC(=O)Nc1ccc2oc(-c3cncc(Br)c3)nc2c1	-8	-2	-5	-5	0	0.5	4	-3	1	36*
57	Cc1ccc(Cn2cc(/C=N/Nc3ccc([N+](=O)[O-])cn3)c3ccccc32)cc1	1	-3	-3	-4	6	0.9	3	-10	3	7
58	COc1ccc(C(=O)NCC(=O)NCC(=O)OCC(=O)C(C)(C)C)cc1	1	8	0	4	-3	0.8	5	4	-3	2
59	COc1ccc(S(=O)(=O)N2CC(O)C[C@H]2C(=O)OCC(=O)N2CCCCCC2)cc1 (some centres not stated)	4	-1	-4	1	-4	-0.9	1	5	2	2
60	O=c1c2ccccc2c(C=NCCCN2CCOCC2)c(O)n1Cc1ccc2c(c1)OCO2	5	10	2	4	-4	0.4	10	-2	-3	2

# Other structures.
nr	SMILES	NR1D1 modulator	ABHD4 inh	HTRA1 inh	LEDGF integ inh	rCAG RNA binder	PG9 Ab binder	TCR-CD3 inh	TDP2 absorb	PRMT1 inh	SIAE inh
61	CC(=O)Nc1ccc(S(=O)(=O)N2CCN(CC3CC4C=CC3C4)CC2)cc1 (configuration not stated)	4	11	-9	1	4	-0.8	0	3	0	-7
62	Cc1ccc(S(=O)(=O)NC(=O)NC(C)c2ccc(F)cc2)cc1 (configuration not stated)	-1	-8	5	5	0	-1.9	-1	-4	-3	2
63	CCOC(=O)C1=C(c2ccccc2)NC(SCC(=O)Nc2cccc(C)c2)=C(C#N)C1c1ccco1 (configuration not stated)	-5	-78	-88	0	13	0.9	7	2	-1	-2
64	CCCCNC(=O)NC12CC3CC(CC(C3)C1)C2	-1	1	0	2	-6	-0.5	0	-2	1	4
65	C[C@H](CO)N1C[C@H](C)[C@@H](CN(C)S(=O)(=O)c2ccc(Cl)cc2)OCc2cnnn2CCCC1=O	3	3	4	1	5	0.1	-4	5	1	13
66	c1ccc(-c2cnnc(-c3ccccn3)n2)cc1	2	2	-2	0	-1	-0.2	-1	-8	-3	2
67	CCOC(=O)c1cccc(NC(=O)CCNS(=O)(=O)c2ccc3c(c2)CCN3C(=O)CC)c1	1	1	6	-1	3	1.0	1	5	-1	-5
68	Cc1c(Br)c([N+](=O)[O-])nn1CC(=O)NCc1cccnc1	-5	-5	7	2	-2	2.2	-3	5	-3	2
69	Cc1ccc(NC(=O)CN(c2ccccc2)S(=O)(=O)N(C)C)cc1	4	-4	1	0	-3	0.3	-2	-6	2	-9
70	CCCn1c(SCC(=O)N2CCN(CC)CC2)nc2c1c(=O)n(C)c(=O)n2C	-3	3	3	4	-7	-1.2	1	-10	0	-5

# Reformatted screen by screen: 2 of the compounds above
[63] CCOC(=O)C1=C(c2ccccc2)NC(SCC(=O)Nc2cccc(C)c2)=C(C#N)C1c1ccco1 (configuration not stated)
[64] CCCCNC(=O)NC12CC3CC(CC(C3)C1)C2

entry no.	63	64
NR1D1 modulator	-5	-1
ABHD4 inh	-78	1
HTRA1 inh	-88	0
LEDGF integ inh	0	2
rCAG RNA binder	13	-6
PG9 Ab binder	0.9	-0.5
TCR-CD3 inh	7	0
TDP2 absorb	2	-2
PRMT1 inh	-1	1
SIAE inh	-2	4

# An excerpt. The share of hits here may be higher or lower than overall.
